IEC-6 tox: counter-screen for KLF5 inhibitors: cytotoxicity in IEC-6 cells | IEC-6 cytotoxicity, luminescence viability | inhibition, % at 5 µM | hit rate 0.78% among 290,000 | AID 1825; in the data active = inhibition above about 22%;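 note: 0% = plate median of test compound wells and 100% = cytotoxic reference compound wells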
Platelet DG rel: platelet dense granule release activity; human platelet-rich plasma, SFLLRN dense granule ATP release, luminescence; inhibition, %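 (compounds screened at 7.5 µM in platelet-rich plasma)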; hit rate 0.22% among 300,000;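 active = mean replicate score, as percent of positive control, at or above 50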
HSP90 inh: HSP90 refolding inhibition in rabbit reticulocyte lysate; luciferase refolding luminescence, 3 h; hit rate 0.91% among 290,000; AID 1789; inhibition, % at 5.6 µM;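 active = inhibition above the screen-wide mean plus 3 SD, computed separately per campaign, cut at about 16% in these data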;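 note: 0% = DMSO wells and 100% = 60 µM geldanamycin wells; inhibitors lower the luminescence because luciferase stays unfolded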
KLF5 inh: suppresses KLF5 promoter-driven expression; inhibition, % at 5 µM; DLD-1 KLF5 promoter-luciferase reporter, luminescence; hit rate 0.23% among 290,000;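 active = inhibition above a per-plate limit of that plate's mean compound inhibition plus 3 SD, cut at about 60% in these data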;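 note: 0% = DMSO wells and 100% = LY294002 at 200 µM; higher means less KLF5 promoter-driven luciferase light; inactives centre near -14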
HIF activator: HIF pathway transcriptional activation; U2OS HRE-luciferase reporter, luminescence; normalized: DMSO 0%, desferrioxamine 100%; activation, % at 7.5 µM (by protocol); hit rate 0.32% among 300,000; AID 1910;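 active = mean activation of at least 10% of the iron chelator positive control signal, with at least half of replicates also reaching 10%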
aSyn 5UTR inh: 5' untranslated region of α-synuclein, MLPCN primary screen | alpha-synuclein 5'UTR reporter, inhibitor activity | inhibition, % (tested at 7.5 µM) | hit rate 0.82% among 300,000 | AID 1813; in the data active = inhibition above about 60%;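 note: H4 neuroglioblastoma cells stably carrying SNCA 5'UTR luciferase fusion; 0% = DMSO wells and 100% = positive control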
HSF1 activator: increases HSF-1 driven luciferase reporter signal | NIH3T3-HGL HSF-1 luciferase reporter, MG132, 8 h; 100% = twice DMSO control signal | activation, % at 9 µM | hit rate 1.7% among 300,000;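 active = mean replicate activation of at least 50% with a set share of replicates each reaching 50%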;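 note: 0% = median of the neutral control wells and 100% = twice that signal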
HSF1 inh: HSF1 inhibition; hit rate 0.77% among 300,000; NIH3T3-HGL HSE-luciferase, MG132-induced, luminescence 8 h; active compounds read low; activity change, negative = inhibition, % at 7.5 µM (by protocol);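 active = more than half of replicate wells show activity change below -50%, luminescence cut by over half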;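 note: luciferase reports HSF-1 transcriptional activity via heat shock element; 0% = median of DMSO wells and -100% = zero luminescence signal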
AI-2 QS modul: Vibrio harveyi AI-2 quorum sensing modulation; activity change, % at 7.5 µM; hit rate 0.4% among 300,000; Vibrio harveyi JMH597 AI-2 luminescence/OD600 ratio, 9 h; active compounds read low; strain lacks LuxN and CqsS sensors; 0 = neutral-control median; in the data active = activity change below about -75%, passing the limit was not always enough;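 note: luminescence divided by OD600 gain over 9 h not by final OD600 alone; inactives centre near 13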
HDAC3 inhib: inhibitors of human histone deacetylase 3 | O15379 | recombinant HDAC3, fluorogenic peptide/trypsin coupled, fluorescence | inhibition, % at 8.3 µM | hit rate 0.15% among 320,000 | AID 2718; in the data active = inhibition above about 26%, passing the limit was not always enough
Target sequence (O15379 whole entry, looked up): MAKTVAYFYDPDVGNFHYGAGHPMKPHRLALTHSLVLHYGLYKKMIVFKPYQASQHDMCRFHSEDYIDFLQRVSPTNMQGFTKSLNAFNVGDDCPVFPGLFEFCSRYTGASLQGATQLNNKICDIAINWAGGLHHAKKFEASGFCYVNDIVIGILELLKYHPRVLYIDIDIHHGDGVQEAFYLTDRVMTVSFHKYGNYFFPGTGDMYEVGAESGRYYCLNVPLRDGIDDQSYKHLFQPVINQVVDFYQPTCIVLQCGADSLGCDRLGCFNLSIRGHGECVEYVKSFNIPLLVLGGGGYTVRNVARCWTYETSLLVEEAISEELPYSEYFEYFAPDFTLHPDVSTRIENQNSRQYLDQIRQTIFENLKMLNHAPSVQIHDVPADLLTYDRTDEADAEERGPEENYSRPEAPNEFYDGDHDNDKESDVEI
Active calls of the source: *; · = not tested or not shown.

molecule	IEC-6 tox	Platelet DG rel	HSP90 inh	KLF5 inh	HIF activator	aSyn 5UTR inh	HSF1 activator	HSF1 inh	AI-2 QS modul	HDAC3 inhib
Cc1cc(C)nc(SCC(=O)Nc2ccc(S(=O)(=O)N3CCCCC3)cc2)n1	5.4	14.0	6.4	-6.5	-0.3	51.5	-22.7	-7.3	13.0	-0.9
O=C(NCCCCCCOC1=NS(=O)(=O)c2ccccc21)C(=O)Nc1ccccc1	-3.6	4.9	-0.9	-35.0	1.0	-93.3	23.8	8.6	22.0	·
Cc1ccc(CCNC(=O)C2CCCN(S(=O)(=O)c3c(C)noc3/C=C/N(C)C)C2)cc1 (stereo not drawn)	-2.6	·	-0.8	5.5	·	·	·	·	·	15.3
CC1(C)CC(=O)C2=C(C1)OC(N)=C(C#N)C2CCc1ccccc1 (stereo not drawn)	-2.3	·	-2.4	-66.0	·	·	·	·	·	-4.1
COc1cccc2cc(C(=O)N3CCN(c4ncccn4)CC3)c(=O)oc12	4.6	11.9	3.7	-6.0	0.4	-13.2	11.4	3.6	6.7	3.3
CCCCC(=O)Nc1nnc(SCC(=O)Nc2ccc(OC)cc2)s1	0.6	-5.5	0.3	8.1	0.4	-11.6	8.4	-0.3	5.3	-1.0
COc1ccc(CNC(=O)CSc2nnc3c(n2)[nH]c2ccc(F)cc23)cc1	0.1	-2.8	2.4	-16.8	0.2	25.4	9.1	-4.4	24.5	5.2
Cc1c(CCC(=O)O)c(=O)oc2cc(OCc3ccc(Br)cc3)ccc12	9.7	4.7	3.7	3.8	1.9	-19.8	-7.3	5.1	-2.0	-0.2
O=C(Nc1ccc(S(=O)(=O)Nc2ncccn2)cc1)c1cccnc1	-6.9	-4.4	-4.4	15.0	1.3	-8.7	-0.7	4.2	14.2	6.2
CCOc1ccc(NC(=O)C(c2ccccn2)N(C(=O)CCl)c2ccc(F)cc2)cc1 (stereo not drawn)	-0.1	9.4	-8.1	-25.3	2.4	-71.4	38.4	16.2	12.7	5.1
CN(C)S(=O)(=O)c1ccc(NC(=O)CSc2ncnc3ccccc23)cc1	7.0	-2.0	3.8	-0.1	-0.1	6.0	11.0	7.0	-86.4*	·
Cc1ccc(/C=N/Nc2ncc(Cl)cc2Cl)s1	-2.7	13.8	1.5	-166.7	2.0	-147.8	26.6	6.1	4.5	-4.2
O=C(CSc1nc2ccccc2c(=O)n1-c1ccc(SC(F)F)cc1)Nc1ccc(N2CCOCC2)cc1	-1.4	-1.4	-1.3	-16.0	-0.1	-7.5	1.1	3.6	-4.6	0.8
COC(=O)CN1C(=S)N(Cc2ccccc2)C(=O)C1CC(=O)Nc1ccc(OC)cc1 (stereo not drawn)	2.7	-1.8	4.2	-1.6	0.5	1.2	4.9	4.7	17.1	7.9
CCc1ccccc1NC(=O)C1C2C=CC(O2)C1C(=O)O (stereo not drawn)	-1.2	-2.1	1.4	-3.7	-0.1	5.6	-0.4	-2.8	46.8	8.3
O=C(/C=C/c1ccc(Cl)cc1)NC(=S)Nc1ccccc1C(=O)O	2.3	-1.9	1.6	-12.3	0.1	-18.8	35.5	34.8	6.0	-0.7

Quoted from the listing:
Platelet DG rel result of O=C(/C=C/c1ccc(Cl)cc1)NC(=S)Nc1ccccc1C(=O)O → -1.9
HSF1 activator result of O=C(CSc1nc2ccccc2c(=O)n1-c1ccc(SC(F)F)cc1)Nc1ccc(N2CCOCC2)cc1 → 1.1

Next part:
molecule	IEC-6 tox	Platelet DG rel	HSP90 inh	KLF5 inh	HIF activator	aSyn 5UTR inh	HSF1 activator	HSF1 inh	AI-2 QS modul	HDAC3 inhib
COCCCNc1nnc(Cc2ccccc2)c2ccccc12	2.9	13.2	4.4	-7.5	0.3	31.5	3.0	4.1	-1.8	0.0
CCc1ccnc(NC(=O)Nc2ccc(OCc3ccccc3)cc2)c1	-2.7	2.8	7.5	5.0	1.4	-16.0	-6.6	-11.4	3.1	-2.2
COc1ccc(Br)cc1/C=N/N1CCN(Cc2ccccc2Cl)CC1	0.1	-0.8	-1.9	-1.0	-1.9	6.8	11.8	-7.2	-3.5	-2.4
O=C(CN1CCC(O)(c2cccc(F)c2)CC1)NCCc1c[nH]c2ccccc12	-3.8	0.1	0.1	3.0	0.1	-14.4	2.8	0.6	37.0	8.8
CCCN(CCC)CCNC(=O)c1cc2c(-c3ccccc3F)nn(C)c2s1	11.4	14.9	-1.5	-19.5	-0.2	-61.7	10.1	2.5	8.1	-31.4
CCn1c(SCC(=O)N2c3ccccc3CCc3ccccc32)nc2c1c(=O)n(C)c(=O)n2C	-0.5	18.9	0.5	-24.5	-0.6	37.2	-3.3	-7.9	5.1	-4.5
CN1CCN(c2ccccc2NS(=O)(=O)c2ccc3c(c2)CCN3C(=O)C2CCC2)CC1	3.1	18.0	-1.0	-25.3	-2.8	-9.7	-2.0	-6.4	-0.8	2.8
COc1ccc(-n2c(=S)[nH]c3cc(C(=O)Nc4ccc(C)c(F)c4)ccc3c2=O)c(OC)c1	2.8	-0.3	5.2	2.6	0.0	-73.1	27.9	29.0	29.1	0.4
CC(C)Oc1ccc(CNC(=O)Cn2c(=O)c3cccn3c3cccnc32)cc1	5.1	-2.0	-0.6	-24.5	0.4	10.9	17.8	-5.4	14.8	-0.1
COc1cccc([C@@H]2Oc3ccc(OC)cc3C(=O)[C@H]2OC(=O)N[C@H](C)C2CCCCC2)c1	-3.0	2.1	-3.0	-17.4	0.6	32.3	10.2	5.7	14.5	-10.9
CCOC(=O)CCP(=O)(O)C(C)(O)c1ccccc1 (stereo not drawn)	3.3	12.1	-0.2	-32.3	-0.1	-12.4	-2.9	-4.7	20.0	0.6
CC1CCCN(S(=O)(=O)c2ccc3c(c2)CCN3C(=O)C2CCC2)C1 (stereo not drawn)	-9.2	-1.9	0.1	5.1	-15.7	7.0	-15.5	-6.8	43.0	-10.5
CC1Cc2ccccc2N1C(=O)CSc1nnc(NC(=O)Cc2cccs2)s1 (stereo not drawn)	0.9	16.5	-0.8	-36.2	0.1	15.1	31.0	2.9	20.0	1.9
Cc1nc(CN2CCN(C(=O)c3ccc(C(C)(C)C)cc3)CC2)cs1	-7.3	4.9	-4.1	-23.4	0.0	22.6	-29.8	-19.6	12.0	4.1
COc1ccc(NC(=O)C2CCCN(S(=O)(=O)c3cccnc3)C2)c(OC)c1 (stereo not drawn)	-5.5	1.8	0.2	-18.0	0.0	-1.4	9.8	-0.5	18.5	5.7
Cc1ccc(NC(=O)/C(C#N)=C/c2ccc(Sc3nc(C)cc(C)n3)o2)cc1	1.0	-0.6	1.5	-26.8	0.0	2.8	-18.1	-11.1	20.6	-1.1
Cc1ccc(NC(=O)COC(=O)CCc2ccc(S(=O)(=O)N3CCOCC3)cc2)cc1C	-4.7	-2.9	1.0	-11.1	-0.2	8.1	-2.9	0.2	22.1	0.9
COC(=O)c1ccc(NC(=O)[C@H](C)NC(N)=O)cc1	-6.6	-0.3	0.9	-10.6	-0.3	11.3	14.0	0.9	3.8	5.9
O=C(Nc1nnc(C2CC2)s1)C1CC(=O)N(c2ccc3c(c2)OCCO3)C1 (stereo not drawn)	-0.1	17.0	4.1	-7.8	-18.8	-0.3	4.4	-2.3	6.5	·
Cc1ccc(-c2csc(=Nc3cccnc3)n2CCCn2ccnc2)cc1C	7.7	7.7	-0.2	9.3	1.0	33.9	-38.9	-33.3	0.4	4.4
CC(C)(Cc1ccc(O)cc1)NC(=O)SCc1ccccc1	-3.7	-13.6	2.6	1.5	-14.2	-4.3	2.6	-3.2	3.7	16.4
Cc1ccc(N(C(=O)CNC(=O)c2ccco2)C(C(=O)NC2CCCC2)c2cccnc2)cc1 (stereo not drawn)	0.6	10.9	3.6	-12.2	0.0	-9.6	13.6	-2.4	16.0	0.7
c1ccc(-c2nc3ccccn3c2-c2ccccc2)cc1	·	-9.3	·	·	-0.2	29.2	20.0	0.0	16.3	-5.2
O=C(CSc1nnc(-c2ccc(F)cc2)c2ccccc12)Nc1cccc(Cl)c1	-0.9	3.2	-2.4	-25.0	-0.5	3.2	15.3	13.3	10.5	6.0
Cn1c(NN)nc2sc3c(c2c1=O)CC(C)(C)OC3	-2.6	4.2	2.5	-12.1	0.0	6.2	-7.8	0.3	14.3	1.8
O=c1cc(/C=C/c2c(F)cccc2Cl)[nH]c2ccccc12	15.5	13.6	2.6	3.1	2.7	-102.4	48.2	10.7	1.8	9.3
COc1ccccc1NC(=O)CN1CCN(c2ccc(Cl)cc2)CC1	5.4	-6.3	0.1	-20.2	-0.3	16.3	-20.6	0.1	-5.6	-5.7
Cc1ccc(S(=O)(=O)C(c2ccccc2)c2c(C)noc2C)cc1 (stereo not drawn)	1.7	2.4	-3.0	-18.9	0.2	16.9	1.4	-0.7	15.6	2.2
Cc1ccc(/C=C2\SC(=S)N(CCCC(=O)N3CCOCC3)C2=O)cc1	-3.9	-0.8	6.3	-21.0	-0.8	13.7	-2.9	-11.0	25.9	0.4
CCC(=O)Nc1cc(C(=O)O)ccc1Sc1ccc(C)cc1	2.5	-3.4	-3.5	-17.7	-1.2	5.6	-9.8	-3.1	5.9	1.5
CN1C(=O)c2ccc(C(=O)Nc3ccc(Br)cn3)cc2C1=O	5.5	-21.4	-0.7	-9.2	-0.7	12.2	-4.2	2.8	9.5	10.4
COc1ccc(-c2noc(CCC(=O)Nc3cc(OC)ccc3OC)n2)cc1	1.7	-7.3	1.8	-28.1	-0.1	-17.2	3.7	3.8	23.3	1.0
CC1CC(C)CN(C(=O)CSc2nc3ccsc3c(=O)n2Cc2ccccn2)C1 (stereo not drawn)	-4.9	2.5	0.7	-9.8	0.5	-57.9	23.0	11.1	8.2	0.8
O=C(NC(=S)N1CCCCC1)c1cccnc1	5.9	-3.2	0.1	-25.7	-0.1	6.8	-2.0	-6.5	13.4	2.9

Screens (PubChem BioAssay)
